High-throughput results as filed in PubChem BioAssay.
JMJD2E inh – qHTS Assay for Inhibitors of Human Jumonji Domain Containing 2E (JMJD2E) | Lysine-specific demethylase 4E (Homo sapiens), B2RXH2 | JMJD2E catalytic domain, FDH-coupled NADH fluorescence (FDH is formaldehyde dehydrogenase) | Potency, µM (titrated, usually from 57.1 µM), for the others: at the top dose activity change, negative = inhibition, usual class: inhibitors | actives 1.6% (n = 230,000) | AID 2147, 2009; active = well fitted inhibition curve with a large enough effect, not every such curve was filed as active; inconclusive = small, poorly fitted or top-dose-only effect, or another doubt; inactive = no such curve, though single readings can be large or run the other way;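 note: 0% = wells with enzyme and -100% = buffer wells without enzyme; nearly all actives have a fitted effect of over 50% in size; many of its hits are not listed in these tables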
L3MBTL1 block – qHTS Assay for the Inhibitors of L3MBTL1. Lethal(3)malignant brain tumor-like protein 1 (Homo sapiens), Q9Y468. AlphaScreen L3MBTL1–H3K9me1 peptide binding. Potency, µM (series often up to 57.1 µM), inactives show at the highest dose activity, negative = inhibition, most hits filed as inhibitors. actives 0.66% (n = 230,000). AID 485360, 2010; note: nearly all actives have a fitted effect of over 60% in size
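Read-out is AlphaScreen signal from streptavidin donor and nickel chelate acceptor beads (10 ug/mL final each) bridging L3MBTL1 (50 nM) and biotinylated K9-monomethylated H3(1-15) peptide (75 nM), after 30 min compound exposure at room temperature.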
Tau FP inhib – qHTS for Inhibitors of Tau Fibril Formation, Fluorescence Polarization; AID 1468, 2008; Potency, µM (top dose mostly 57.7 µM), for the others: at the top dose activity, negative = inhibition, hits mostly inhibitors; Microtubule-associated protein tau (Homo sapiens), P10636; actives 0.39% (n = 280,000); K18 P301L tau heparin fibrillization, Alexa594 FP, 6 h; note: nearly all actives have a fitted effect of over 55% in size
Target sequence (P10636 561-689 P618L limits assumed): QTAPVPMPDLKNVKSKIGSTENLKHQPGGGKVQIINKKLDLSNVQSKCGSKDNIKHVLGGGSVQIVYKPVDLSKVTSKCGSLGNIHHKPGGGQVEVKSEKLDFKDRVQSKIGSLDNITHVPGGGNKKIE
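Heparin (20 uM) drove fibril formation of recombinant tau K18 P301L, 15 uM unlabeled with 0.24 uM Alexa 594 label, for 6 hr at 37 C in 100 mM sodium acetate pH 7. Fluorescence polarization (555/632 nm) read 1 hr after 30 uM ThT.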
RGS12 GoLoco inh – qHTS Assay for Inhibitors of RGS12 GoLoco Motif Activity (Red Fluorophore). actives 0.44% (n = 230,000). Guanine nucleotide-binding protein G(i) subunit alpha-1 (Homo sapiens), P63096. Potency, µM (series often up to 61.6 µM), inactives show at the highest dose activity, negative = inhibition, usual class: inhibitors. AID 880, 2007. Gai1:RGS12 GoLoco peptide FP, rhodamine, 10 min; active = well fitted inhibition curve with a large enough effect, not every such curve was filed as active; inactive = no such curve, though single readings can be large or run the other way; note: nearly all actives have a fitted effect of over 30% in size; many of its hits are not listed in these tables
Target sequence (P63096 whole entry, looked up): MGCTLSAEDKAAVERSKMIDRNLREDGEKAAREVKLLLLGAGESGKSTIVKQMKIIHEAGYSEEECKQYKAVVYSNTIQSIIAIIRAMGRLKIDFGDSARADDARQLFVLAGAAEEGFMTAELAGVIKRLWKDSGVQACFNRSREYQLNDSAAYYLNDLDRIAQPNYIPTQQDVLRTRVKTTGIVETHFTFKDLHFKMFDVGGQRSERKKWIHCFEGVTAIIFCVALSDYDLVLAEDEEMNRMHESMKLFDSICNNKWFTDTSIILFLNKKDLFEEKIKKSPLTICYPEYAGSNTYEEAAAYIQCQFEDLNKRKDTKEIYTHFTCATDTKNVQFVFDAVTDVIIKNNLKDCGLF
RECQ1 helicase – qHTS Assay for Inhibitors of RecQ-Like Dna Helicase 1 (RECQ1). ATP-dependent DNA helicase Q1 (Homo sapiens), P46063. actives 0.54% (n = 240,000). Potency, µM (highest dose often 57.3 µM), for the others: at the top dose activity, negative = inhibition, most hits filed as inhibitors. RECQ1 DNA unwinding, red fluorescence kinetic read;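 note: plate controls were vehicle for no effect and no enzyme for full effect; nearly all actives have a fitted effect of over 30% in size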
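50 nM RECQ1T1 preincubated 15 min with compound in Tris pH 8.0 buffer with MgCl2, DTT, Tween-20 and 2.5 ug/ml poly(dI-dC); started with 200 nM TAMRA/BHQ-2 forked duplex and 2 mM ATP. Unwinding read as fluorescence (525/598 nm), two reads 2 h apart.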
TR SRC2 fluor cs – Total Fluorescence Counterscreen for Inhibitors of the Interaction of Thyroid Hormone Receptor and Steroid Receptor Coregulator 2; TRb/SRC2 Texas Red total fluorescence interference; actives 0.29% (n = 280,000); Potency, µM (highest dose often 106 µM), for inactives: top-dose fluorescence change, negative = quenching; AID 1479, 2009; active = well fitted curve in either direction with a large enough effect; inconclusive = small, poorly fitted or top-dose-only effect
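Flags fluorescent or light-absorbing compounds by total fluorescence, S + 2P, at 555 nm excitation and 632 nm emission. Mixture: 20 nM Texas Red SRC2 peptide, 0.6 uM human TRb LBD, 1 uM T3, 5% DMSO; compound exposure 5 h at ambient temperature.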
Tau ThT inhib – qHTS for Inhibitors of Tau Fibril Formation, Thioflavin T Binding; Microtubule-associated protein tau (Homo sapiens), P10636; Potency, µM (titrated, usually from 57.4 µM), without a hit: at the top dose activity, negative = inhibition, usual class: inhibitors; actives 2.1% (n = 270,000); recombinant tau K18 P301L, heparin-induced fibrillization, ThT fluorescence; note: nearly all actives have a fitted effect of over 55% in size
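Fibril formation assay: tau K18 P301L at 15 uM with trace Alexa 594 label, heparin inducer 20 uM, pH 7 sodium acetate buffer, 37 C for 6 hr; endpoint ThT signal.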
TRb SRC2 PPI – qHTS for Inhibitors of the Interaction of Thyroid Hormone Receptor and Steroid Receptor Coregulator 2 | AID 1469, 2008 | actives 0.065% (n = 280,000) | Potency, µM (titrated, usually from 106 µM), for inactives: at the top dose activity change, negative = inhibition, most hits filed as inhibitors | TRbeta-SRC2 peptide binding, fluorescence polarization; receptor liganded with 1 µM T3 | Thyroid hormone receptor beta (Homo sapiens), P10828;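 note: plate controls were bound peptide for no effect and peptide without receptor for full effect; nearly all actives have a fitted effect of over 50% in size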
Target sequence (P10828 whole entry, looked up): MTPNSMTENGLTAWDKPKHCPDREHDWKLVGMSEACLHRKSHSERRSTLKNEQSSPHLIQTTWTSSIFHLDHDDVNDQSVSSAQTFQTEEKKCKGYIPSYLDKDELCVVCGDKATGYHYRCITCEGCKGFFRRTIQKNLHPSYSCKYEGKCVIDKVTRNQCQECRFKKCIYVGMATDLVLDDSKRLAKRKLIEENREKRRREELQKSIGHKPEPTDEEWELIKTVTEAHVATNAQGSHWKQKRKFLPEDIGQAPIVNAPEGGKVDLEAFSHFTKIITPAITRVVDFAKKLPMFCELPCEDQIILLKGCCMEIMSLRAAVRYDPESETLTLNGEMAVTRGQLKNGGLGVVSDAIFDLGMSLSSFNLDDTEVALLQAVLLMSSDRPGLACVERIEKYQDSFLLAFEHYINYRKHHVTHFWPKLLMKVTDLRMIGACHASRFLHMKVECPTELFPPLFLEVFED
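Polarization signal, normalized between peptide-alone and full complex controls, measured compound effects on T3-liganded human TRb LBD (0.6 uM) binding 20 nM Texas Red SRC2 peptide after 5 hr.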
Starred values were filed as active, the others as inactive; i = inactive; ? = inconclusive; . = not tested or not shown; [ ] = another dose, or the depositor's remark. Unless noted, calls come from the whole dose curve; as a rule, active = well fitted curve in the direction sought with a large enough effect; inconclusive = small, poorly fitted or top-dose-only effect, or another doubt; inactive = no such curve, though single readings can be large; an effect the other way counts as inactive or inconclusive. Unless noted, % is set by controls: 0 for no effect and ±100 for the full control effect; potency is the fitted concentration of half-maximal effect. Not all compounds are listed. The share of hits here may be higher or lower than overall.

SMILES	JMJD2E inh	L3MBTL1 block	Tau FP inhib	RGS12 GoLoco inh	RECQ1 helicase	TR SRC2 fluor cs	Tau ThT inhib	TRb SRC2 PPI
CN(C)CCCC(C)(O)C(C)(C)c1ccccc1 (centres undefined)	4%	-8%	5%	0%	-4%	-4%	3%	-2%
c1ccc(CSc2nnc(Cc3ccccn3)o2)cc1	-2%	2%	11%	-10%	-4%	-2%	-14%	-6%
CCC(=O)Nc1ccc(S(=O)(=O)c2ccc(NC(=O)CC)cc2)cc1	5%	-1%	12%	-7%	-2%	-6%	0%	9%
Cc1cc(Br)ccc1SCC(=O)OCC(=O)NC1CCCC1	-2%	-24%	?	9%	-7%	0%	-6%	-2%
COc1cccc(C=N[C@@H](CO)[C@@H](O)c2ccc([N+](=O)[O-])cc2)c1O	-8%	8%	7%	4%	-3%	-4%	?	-2%
Cn1cccc1-c1nc2ccc(NC(=O)c3ccc([N+](=O)[O-])cc3)cc2[nH]1	-1%	.	0%	6%	i	-2%	1.3µM*	-5%
Cc1ccc(CC(=O)Nc2ccccc2-c2ccccc2)cc1C	2%	33%[activator]	2%	-2%	-8%	-6%	1%	3%
O=C(NCc1ccco1)C(=O)NCC(c1ccco1)N1CCOCC1 (centres undefined)	-6%	.	-1%	-10%	-3%	-1%	2%	-6%
N/C(=N/OC(=O)c1ccccc1Cl)c1ncc([N+](=O)[O-])s1	-19%	?	4%	6%	-3%	-11%	?	2%
CC(C)OCCCNC(=O)CN1C(=O)CSc2ccc(S(=O)(=O)N3CCCCC3)cc21	.	.	4%	.	.	-1%	16%	1%
CC(/C=C/c1ccc2c(c1)OCO2)=N/NC(=O)c1cccnc1	5%	6%	1%	18%	-3%	-4%[53 µM]	?	4%[53 µM]
Cc1cc(OCC(=O)NC(C)C)cc(C)c1Cl	6%	?	4%	-10%	i	-1%	-1%	-8%
CC(C)CCNC(=O)C1CC(c2cccc(F)c2)=NO1 (centres undefined)	-6%	.	-1%	-1%	-3%	-1%	5%	-2%
CC(=O)c1cc(C#N)c(NCc2cc(-c3ccccc3)no2)nc1C	-14%	-16%	?	-3%	i	0%	3%	2%
CS(=O)(=O)N(CC(=O)Nc1cccnc1)c1ccc2c(c1)OCCO2	5%	-1%	-16%	9%	-11%	0%	-2%	1%
COc1ccccc1NC(=O)/C=C1\NC(=O)CS1	-5%	.	7%	4%	-22%	-2%	3%	-3%
COc1cccc(/C(O)=C2\C(=O)C(=O)N(c3ccccn3)C2c2ccccc2OC)c1 (centres undefined)	5%	-2%	3%	-4%	-2%	-5%	-13%	-2%
Cc1ccc(N2CC3=C(C2=O)C(c2ccc(Br)cc2)NC(=O)N3C)cc1 (centres undefined)	.	.	-5%	.	.	2%	-7%	-2%
Cc1cc(/C=N/NC(=O)c2ccccn2)c(C)n1-c1cccc([N+](=O)[O-])c1	?	-2%	0%	10%	-8%	-7%	-17%	-5%
Cc1ccccc1CSCC(=O)c1c(N)n(C)c(=O)n(C)c1=O	6%	3%[11.4 µM]	-10%	5%	0%	-1%	-9%	-6%
Cc1nn(C)c(C)c1S(=O)(=O)N(CC(=O)NCCc1ccccc1)c1ccc(C(C)C)cc1	.	.	-11%	.	.	-1%	10%	-1%
Cc1ccc(NC(=O)CSc2nc3c(oc4ccccc43)c(=O)n2-c2ccc(F)cc2)c(C)c1	.	.	-7%	.	.	5%	8%	-10%
Cc1nn(C(=O)c2ccc(Cl)cc2)c(C)c1S(=O)(=O)N1CCOCC1	.	.	8%	.	.	?	3%	-2%
CCOC(=O)C1=C(N)OC2=C(C(=O)CC(C)(C)C2)C1c1ccoc1 (centres undefined)	-12%	-5%	-8%	0%	0%	-1%	?	-1%
Cc1ccnc2c(N3C(=O)C4C5C=CC(C5)C4C3=O)cccc12 (centres undefined)	6%	-5%	2%	-2%	-8%	2%	-11%	-17%

Some entries already given, showing only RGS12 GoLoco inh and Tau FP inhib:
Structure	RGS12 GoLoco inh	Tau FP inhib
CC(C)OCCCNC(=O)CN1C(=O)CSc2ccc(S(=O)(=O)N3CCCCC3)cc21	.	4%
CC(/C=C/c1ccc2c(c1)OCO2)=N/NC(=O)c1cccnc1	18%	1%

The results go on:
SMILES	JMJD2E inh	L3MBTL1 block	Tau FP inhib	RGS12 GoLoco inh	RECQ1 helicase	TR SRC2 fluor cs	Tau ThT inhib	TRb SRC2 PPI
O=C(CSc1cccc[n+]1[O-])CSc1cccc[n+]1[O-]	?	10%	-9%	12%	i	2%	-9%	-2%
COc1ccc(C(=O)NCCc2sc(-c3ccc(F)cc3)nc2C)cc1OC	.	.	-8%	.	.	-1%	-18%	7%
CCC(=O)N1CCN(c2ccc(Cl)cc2NC(=O)Cc2ccccc2)CC1	4%	?	-3%	-12%	-8%	-3%	-7%	4%
C/C(CC(=O)Nc1cc(Cl)ccc1C)=N\NC(N)=O	11%	9%	-1%	1%	0%	-3%	-10%	-2%
COc1cccc(N2CC(NC(=O)c3cc4ccccc4o3)CC2=O)c1 (centres undefined)	.	.	-5%	.	.	-2%	-4%	-5%
O=S(=O)(c1cc(Cl)ccc1Br)N1CCCCC1	-2%	6%[11.4 µM]	-2%	4%	-1%	0%	-5%	-2%
O=C(c1cc2cc([N+](=O)[O-])ccc2s1)N1CCOCC1	1%	26%	-6%	10%	1%	-1%	0%	-4%
COc1ccc(-c2nc3ccccc3s2)cc1	?	8%	-4%	8%	i	-2%	-10%	5%
O=C(COc1cccnc1[N+](=O)[O-])NCc1ccco1	12%	2%	0%	9%	i	0%	2%	6%
COc1c(C)cc(C(=O)C2CCCN(Cc3cccc4nccnc34)C2)cc1C (centres undefined)	4%	-16%	3%	10%	-5%	-1%	-2%	-1%
CC(C)C(O)C1CCN(Cc2nc(Cc3ccccc3Cl)no2)CC1 (centres undefined)	14%	1%	-5%	0%	i	-2%	2%	1%
O=C(NC1CCCC1)C(c1c[nH]c2ccccc12)N(C(=O)Cn1nnc(-c2ccc(Cl)cc2)n1)c1ccccc1 (centres undefined)	5%	1%	-5%	9%	-4%	0%	-3%	-12%
CCC1Oc2ccccc2N(CC(=O)NCc2ccc(C)cc2)C1=O (centres undefined)	.	.	4%	.	.	0%	8%	-1%
CCCn1c(SCc2nc(-c3ccccc3C)no2)nnc1-c1ccc(Cl)cc1	.	.	6%	.	.	9%	-14%	8%
Cc1c(-c2nc(-c3ccccc3F)no2)nnn1-c1cc(F)ccc1F	.	.	-5%	.	.	-1%	-10%	1%
COc1ccc(/C(C)=N\n2cnnc2)cc1	3%	.	9%	-2%	-1%	-2%	-5%	3%
O=C1CCCC2=C1C(c1cccs1)CC(=O)N2c1ccc(F)cc1 (centres undefined)	-5%	.	2%	2%	i	-5%	-8%	3%
C=C(C)C(=O)Nc1cccc(C(C)=O)c1	-24%	.	-3%	11%	i	-4%	-3%	0%
Cc1ccc(NC(=O)COC(=O)c2cccc3c(=O)c(C)c(-c4ccccc4)oc23)cc1	-8%	28%	5%	-7%	-2%	-1%	6%	-3%
O=C(/C=C/c1cccc(F)c1)N1CCN(c2ncccn2)CC1	-22%	?	4%	10%	-8%	1%	3%	0%
COc1ccccc1C(=O)Nc1ccc2c3c(cccc13)CC2	?	14%	-4%	3%	-2%	-1%	?	-4%
CCOC(=O)COc1ccc([N+](=O)[O-])cc1	2%	1%	10%	-5%	-13%	-1%	6%	-14%
N#C/C(=C\c1ccccc1C(F)(F)F)C(=O)Nc1ccccc1F	11%	3%	1%	9%	i	2%	-2%	1%
CN1CCN(Cc2nc3ccccc3c(=O)n2Cc2nc(-c3ccc([N+](=O)[O-])cc3)cs2)CC1	-4%	-5%	6%	.	-4%	-5%	?	2%
Nc1ncnc2c1ncn2CCNCCc1ccccc1	-2%	.	8%	-7%	-3%	-2%	11%	-13%

The results go on.
SMILES	JMJD2E inh	L3MBTL1 block	Tau FP inhib	RGS12 GoLoco inh	RECQ1 helicase	TR SRC2 fluor cs	Tau ThT inhib	TRb SRC2 PPI
Cc1ccc(S(=O)(=O)Cn2nnnc2C(CC(C)C)N2CCN(c3ccccc3)CC2)cc1 (centres undefined)	2%	-4%	3%	0%	-2%	0%	-13%	-17%
Nc1ncnc2c1ncn2[C@@H]1O[C@H](COP(=O)(O)O)[C@@H](O)[C@H]1O	.	.	5%	0%	2%	-1%	-7%	2%
CCOc1ccc(Br)cc1CNc1ccc2c(c1)OCCO2	-21%	?	13%	12%	i	2%	?	0%
CCOc1nc(C)ccc1-c1noc(-c2ccco2)n1	-14%	14%	-14%	0%	?	-1%	-16%	0%
COCC(C)NC(=O)/C(=C/c1ccccc1)c1ccccc1 (centres undefined)	7%	-4%	-2%	4%	i	-5%	5%	-5%
COc1ccc(NC(=O)C2CCN(C(=O)N3CCOc4ccccc43)CC2)cc1	.	.	-16%	.	.	-17%	-10%	3%
COc1ccc(CC(NC(C)=O)C(=O)NC2CCN(c3c(Cc4ccccc4)c(C)nc4ncnn34)CC2)c(OC)c1 (centres undefined)	-17%	-5%	-14%	6%	-8%	-5%	-8%	-2%
Cc1onc(-c2ccccc2Cl)c1C(=O)NC(=S)Nc1ccccc1C(N)=O	?	-1%	-4%	11%	-2%	-1%	-3%	-6%
COc1ccc(N=Cc2c(O)[nH]c3ccccc23)cc1	-1%	-9%	15%	-2%	i	-6%	?	1%
Cn1c(N)c(C(=O)COC(=O)CCCc2c[nH]c3ccccc23)c(=O)n(C)c1=O	5%	-2%	12%	-5%	-4%	2%	?	0%
Cc1ccc(-n2nc(CO)c(C(=O)NCc3ccccn3)n2)cc1C	.	.	-8%	.	.	-1%	-10%	-1%
